uPA surface inh = blocks generation of uPA at the cell surface | 330,000 tested, 0.31% active | cell surface uPA generation assay, qHTS | Potency, µM (titrated, usually from 38.3 µM), for inactives: at the highest dose activity change, negative = inhibition, usual class: inhibitors | AID 540303; active = well fitted inhibition curve with a large enough effect; inconclusive = small, poorly fitted or top-dose-only effect; inactive = no such curve, though single readings can be large or run the other way; tested in mouse RAW 264.7 cells; also: % is scaled to controls: 0 for no effect and ±100 for the full control effect; nearly all actives have a fitted effect of over 55% in size
p53 reactivator = re-activators of mutant p53. Potency, µM (highest dose often 92.2 µM), for inactives: at the highest dose activity change, positive = activation, most hits filed as activators. AID 504706. H1299 p53-A138V BP100-luciferase reporter, luminescence, 24 h. 320,000 tested, 0.063% active; also: % of control where 0% means no effect; nearly all actives have a fitted effect of over 45% in size
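H1299 (p53-null), stable ts p53-A138V + BP100-Luc; 1000 cells/well, Opti-MEM/10% FBS; cpd 4 pt, 1:5; 24 h, 37 deg C, 5% CO2; detection reagent 10 min RT; luminescence.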
NPC1 promoter act = activates the NPC1 promoter; Huh7 NPC1 promoter luciferase reporter, 24 h; AID 485313; 320,000 tested, 2.4% active; Potency, µM (titrated, usually from 9.22 µM), inactives show top-dose activation, hits mostly activators;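 also: % of control where 0% means no effect; nearly all actives have a fitted effect of over 60% in size; reporter is driven by a mutant NPC1 promoter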
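Quantitative HTS used a cell-based reporter: Huh7 cells stably bearing the NPC1 promoter upstream of luciferase were treated with compounds for 24 h, and promoter activation was read as luminescence.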
Rab9 prom act = Rab9 promoter activation | Huh7 Rab9 promoter-luciferase reporter, luminescence, 24 h | Potency, µM (series often up to 9.22 µM), without a hit: top-dose activation, negative = inhibition, most hits filed as activators | 320,000 tested, 2.8% active; also: % of control where 0% means no effect; nearly all actives have a fitted effect of over 60% in size
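Quantitative HTS format; Huh7 Rab9-luciferase reporter cells (1500/well) receive compound 2 h post-plating, incubate 24 h at 37 °C, then get luciferase reagent for 10 min before luminescence reading.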
FLuc modulator = inhibits or activates purified firefly luciferase, miR-21 counter-screen; P08659; purified FLuc, Km substrates, luminescence inhibition; Potency, µM (series often up to 57.5 µM), for inactives: at the top dose activity change, negative = inhibition, actives largely listed as inhibitors; 360,000 tested, 6.9% active;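 also: plate controls were vehicle for no effect and reference inhibitor for full effect; nearly all actives have a fitted effect of over 55% in size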
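Biochemical qHTS of compounds, final roughly 60 µM downward over six points, against 10 nM purified firefly luciferase using Km concentrations of substrates (10 uM D-luciferin, 10 uM ATP) in Tris acetate pH 7.5 buffer; luminescence output.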
VP16 counter = inhibits Gal4-VP16 luciferase reporter, ROR gamma counter-screen | 310,000 tested, 3.5% active | Drosophila S2 Gal4-VP16 UAS-luciferase, luminescence, 20 h | Potency, µM (top dose mostly 53.6 µM), inactives show at the highest dose activity, negative = inhibition, usual class: inhibitors;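 also: Gal4-VP16 expression switched on by copper sulfate through the metallothionein promoter; % is scaled to controls: 0 for no effect and ±100 for the full control effect; nearly all actives have a fitted effect of over 50% in size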
ELG1 genotox = genotoxicity induction in ELG1-luciferase HEK293T cells. HEK293T ELG1-luciferase reporter, luminescence, 16 h. Potency, µM (highest dose often 46 µM), inactives show at the top dose activity change, positive = activation, hits mostly activators. 330,000 tested, 1.3% active; also: % of control where 0% means no effect; nearly all actives have a fitted effect of over 60% in size
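Genotoxic stress is detected as increased luminescence from luciferase-tagged ELG1 in HEK293T cells, measured with ONE-Glo after a 16 hr treatment at 37 °C.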
BRCA1 expr act = activators of BRCA1 expression. 380,000 tested, 1.1% active. Potency, µM (top dose mostly 46.1 µM), for inactives: at the highest dose activation, actives largely listed as activators. AID 624202. MCF7-BRCA1-FFLuc reporter, luminescence, 48 h; response scale: scaled: vehicle 0%, 10 µM genistein 100%; also: nearly all actives have a fitted effect of over 80% in size; some results filed as inactive show a strong effect at the top dose
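First, MCF7-BRCA1-FFLuc cells (2000/well) attach for 2 h; next, compounds are pin-added and incubated 48 h at 37 °C; finally, luciferase reagent is added and luminescence read after 15 min.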
CXXC DNA block = blocks binding of human MLL CXXC domain to DNA | MLL-CXXC / FITC-HOXA9 DNA fluorescence polarization | Potency, µM (highest dose often 115 µM), without a hit: at the top dose activity change, negative = inhibition, actives largely listed as inhibitors | 290,000 tested, 0.037% active; active = well fitted inhibition curve with a large enough effect in the polarisation, with a control signal flat, not every such curve was filed as active; inconclusive = small, poorly fitted or top-dose-only effect, or effect the other way, or a change in a side signal; inactive = no such curve, though single readings can be large or run the other way; the % refers to the polarisation
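Fluorescence polarization: 7 uM MLL-CXXC (stock) preincubated 5 min with compounds, then 50 nM fluorescein-HOX-A9 DNA (stock) added; 30 min ambient. Buffer 50 mM Tris-HCl pH 7.5, 50 mM NaCl, 1 mM DTT, 0.05% BSA.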
RORg inh = ROR gamma (mouse) transcription inhibition. P51450. Potency, µM (doses to about 53.6 µM), for the others: at the highest dose activity change, negative = inhibition, actives largely listed as inhibitors. Drosophila S2 Gal4-RORgamma UAS-luciferase reporter, 20 h. 310,000 tested, 5.4% active; also: % is scaled to controls: 0 for no effect and ±100 for the full control effect; nearly all actives have a fitted effect of over 60% in size
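Read-out: Photinus luciferase luminescence; inhibitors lower reporter signal. Insect Schneider cells with Gal4-ROR gamma fusion under metallothionein promoter, UAS reporter; 700 uM final copper sulfate induction, 20 hr, ambient temperature.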
MBNL1-CUG inh = blocks human MBNL1 binding to CUG repeat RNA | AID 2675 | Q9NR56 | TR-FRET MBNL1-His/biotin-(CUG)12 binding, 665/545 ratio | Potency, µM (top dose mostly 57.5 µM), for the others: top-dose activity change, negative = inhibition, actives largely listed as inhibitors | 280,000 tested, 0.036% active; active = well fitted inhibition curve with a large enough effect in the signal ratio, with a control signal flat, not every such curve was filed as active; inconclusive = small, poorly fitted or top-dose-only effect, or effect the other way, or a change in a side signal; inactive = no such curve, though single readings can be large or run the other way; the % refers to the signal ratio; also: % is scaled to controls: 0 for no effect and ±100 for the full control effect
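Inhibition of protein-RNA binding appears as loss of TR-FRET between terbium anti-His antibody on MBNL1-His and streptavidin-XL665 on biotin-(CUG)12. Activity is normalized to buffer-only and uninhibited-complex controls.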
* = called active by the depositor; ? = inconclusive; . = no result given; & = joins results of further samples; [ ] = dose if it differs, or a comment. Unless noted, calls follow the shape of the dose curve; as a rule, active = well fitted curve in the direction sought with a large enough effect; inconclusive = small, poorly fitted or top-dose-only effect, or another doubt; inactive = no such curve, though single readings can be large; an effect the other way counts as inactive or inconclusive. Potency is read from the fitted curve at half-maximal effect. This is a subset; the hit share may differ from the screen's.

SMILES	uPA surface inh	p53 reactivator	NPC1 promoter act	Rab9 prom act	FLuc modulator	VP16 counter	ELG1 genotox	BRCA1 expr act	CXXC DNA block	RORg inh	MBNL1-CUG inh
O=C(NCc1cccs1)[C@@H]1CSC2c3ccccc3C(=O)N21 (stereo not given in full)	-1%	-3%	-5%	-1%	1%	-1%	2%	-14%	4%	-1%	4%
CCCCn1c(SCc2c(C)noc2C)nc2cc(S(N)(=O)=O)ccc21	-13%	-7%	-5%	-6%	3%	4%	18µM*	-80%[inhibitor]	-3%	-44%	6%
O=C(O)c1cn(-c2ccc(F)cc2)c2cc(Cl)c(F)cc2c1=O	2%	19%	-2%	3%	-1%	-3%	-3%	-20%	0%	-23%	-4%
O=C(O)CC(=O)Nc1ccccc1C(=O)O	-1%	3%	0%	4%	0%	3%	1%	0%	3%	6%	-3%
Cc1ccc(C(C)C)c(OCC(=O)N/N=C2\CC(=O)CC(C)(C)C2)c1	-1%	-7%	-9%	-6%	1%	4%	-27%	-19%	5%	9%	-1%
CC(C)C(OC(=O)c1cccs1)C(=O)NCCc1ccccc1 (stereo not given)	6%	1%	-1%	-4%	0%	2%	-3%	-3%	1%	35%	21%
Cc1ccc(C(=O)OC(C)C(=O)Nc2ccc3c(c2)OCO3)c(O)c1 (stereo not given)	-4%	?	17%	12%	-17%	.	7%	32%	.	.	.
CSc1ccc(CN2CCN(CC=C(C)C)C(CCO)C2)cc1 (stereo not given)	-14%	-3%	3%	1%	-13%	1%	-5%	-9%	0%	-2%	4%
S=C(NC1CC1)N1CCc2ccccc2C1	-8%	-1%	0%	2%	2%	19%	0%	5%	6%	?	5%
Cn1c(=O)c2c(c3ccccc31)OC(=O)CC2c1cccnc1 (stereo not given)	13%	0%	-2%	-7%	7%	1%	-1%	14%	-1%	4%	3%
CCOC(=O)N1CCN(C(=O)c2cnn(-c3ccccc3)c2NC(=O)c2ccccc2F)CC1	-3%	.	.	.	-3%	-3%	.	2%	-5%	27%	-4%
O=C(Nc1cccnc1)C1CC(c2ccccc2O)=NO1 (stereo not given)	-14%	4%	0%	10%	4%	6%	0%	20%	-12%	30%	-6%
Cc1sc2ncnc(N3CCCCC3C)c2c1C (stereo not given)	-5%	0%	-1%	-10%	0%	4%	-8%	-56%	-2%	-20%	-8%
Cc1nn(CCCC(=O)NCCc2ccccc2)c(=O)c2nn(-c3ccccc3)c(C)c12	-3%	-4%	-3%	-1%	-1%	-7%	1%	1%	15%	-17%	-7%
CC1=NN(c2ccccc2)C(=O)/C1=C\N1CC(C)OC(C)C1 (stereo not given)	-3%	-5%	1%	-6%	?	-1%	3%	-14%	2%	3%	7%
O=C(COc1ccccc1Cl)Nc1nnc(S(=O)(=O)N2CCCC2)s1	9%	.	-7%	-3%	-4%&3%	3%	0%	0%	-21%	29%	-6%
Cc1cc(C)n(-c2ccc(C(=O)Nc3ccc4c(c3)OCCO4)cc2)n1	-6%	17%	?	?	8.5µM*	-13%	?	57%	1%	23%	7%
Cc1ccccc1OCC(=O)OCC(=O)NCCNC(=O)COC(=O)COc1ccccc1C	5%	1%	2%	0%	10%	.	8%	0%	.	.	.
CCc1cc2c(N3CCCCC3)ncnc2s1	3%	-1%	1%	12%	-1%	35µM*	-6%	-24%	-2%	?	-5%
CCN(CC)C(=O)CSc1nc(C)cc(C)c1C#N	-2%	0%	-5%	-10%	6%	1%	0%	7%	1%	-16%	-1%
CCOc1ccc(S(=O)(=O)N(CC(=O)N/N=C/c2cccs2)c2ccc(C)cc2)cc1	-24%	-14%	-3%	-7%	0%	-2%	-15%	-57%	14%	-18%	3%
O=C(N/N=C/c1ccccn1)c1cccc(S(=O)(=O)Nc2ccccc2Cl)c1	.	-5%	0%	-5%	?	?	-3%	-16%	-5%	20µM*	7%
Cc1ccc(F)cc1NC(=O)CSc1ncccn1	4%	-2%	-5%	4%	1%	0%	2%	7%	8%	-21%	-15%
COc1ccc(C(=O)N2CCN=C2c2ccccc2)cc1OC	1%	-7%	1%	-2%	-2%	-5%	2%	0%	-2%	-12%	-5%
CCc1cccc(NC(=O)CCC(=O)O)c1	0%	0%	-2%	-2%	-1%	-5%	4%	13%	4%	-6%	.
Cc1ccc(N2C(=O)Nc3ccc(Br)cc3C2(O)C(=O)NCCCN(C)C)cc1C (stereo not given)	1%	6%	-1%	-1%	3%	10%[0.365 µM]	-1%	0%	7%	30%	?
CSc1ccccc1NC(=O)COc1ccc(Cl)cc1Cl	4%	15%	-1%	-1%	?	1%	5%	5%	8%	?	-13%
Cc1ccc(-c2ccc(NC(=O)C3C4C=CC(C4)C3C(=O)O)cc2)o1 (stereo not given)	-4%	25%	3.5µM*	3.2µM*	15µM*	?	15%	?	-7%	?	6%
CC(C)N(Cc1ccccc1)C(=O)C1CCN(c2ncnc3c2nc2n3CCCCC2)CC1	-3%	10%	0%	-5%	-2%	-5%	-12%	-15%	-10%	11%	-5%
Cc1ccc(SCC(=O)Nc2ccc(-c3nc4ccccc4[nH]3)cc2)cc1	0%	6%	?	?	-8%	?	?	3.5µM*	2%	?	-3%
NS(=O)(=O)c1ccc(NC(=O)c2cc(Cl)ccc2Cl)cc1	-2%	-3%	-3%	0%	-4%	27%	0%	2%	-5%	26%	-8%
CN(C)CCNC(=O)C(c1ccccc1)c1ccccc1	3%	2%	1%	-7%	0%	5%	-6%	-12%	-3%	-13%	-9%
COc1cccc(OC)c1/C=C/C(=O)NC1CCCCC1	8%	-11%	0%	-1%	?	-12%	1%	-20%	-6%	11%	13%
Cc1nn(-c2ccccc2)c(C)c1C(=O)NCc1ccc(S(N)(=O)=O)cc1	-2%	0%	7%	-5%	-1%	-4%	1%	2%	-4%	13%	-6%
COc1cc(OC)cc(C(=O)Nc2ccc(S(=O)(=O)Nc3ncccn3)cc2)c1	3%	-4%	-8%	-2%	0%&-11%	-5%	2%	-11%	-12%	-7%	1%
CCC(C)OC(=O)C1=C(C)NC(=O)NC1c1ccc(F)cc1 (stereo not given)	-7%	-7%	1%	4%	1%	1%	-5%	-12%	-4%	?	0%
N#C/C(C(=O)c1ccccc1)=C1/CCCCCN1	-1%	?	?	2.5µM*	21µM*	?	?	4µM*	1%	?	1%
Cc1ccc2nc(NC(=O)c3ccc(Cl)s3)sc2c1	-6%	?	1µM*	0.56µM*	1.7µM*	?	4.6µM*	?	20%	-32%	15%
CCO/C([O-])=N/c1c[n+](N2CCOCC2)no1	1%&20%	11%&7%	-3%[46.1 µM]	2%[46.1 µM]	-9%&0%	-6%	5%&-6%	8%&25%	5%	-6%	1%
COc1ccc(Nc2nc3c(C)cccn3c(=O)c2C=NCc2ccccc2)cc1	1%	-2%	0%	7%	-1%	-7%	-6%	-66%	-3%	4%	-1%
CCOC(=O)C1CCN(C(=O)c2cc(C)n(C(C)(C)C)n2)CC1	1%	6%	9%	19%	-2%	6%	2%	114%	0%	3%	-2%
Nc1ccccc1Sc1ccc(C(F)(F)F)cc1[N+](=O)[O-]	2%	8%	1%	-4%	-1%	-9%	-6%	-1%	-7%	3%	23%
CC1CCN(C(=O)c2[nH]cnc2C(=O)NCC(=O)OC(C)(C)C)CC1	16%	.	-2%	0%	0%	-6%	6%	6%	3%	-15%	3%
O=C(/C=C/c1c(Cl)cccc1Cl)NCc1ccccc1	-3%	-4%	2%	-9%	6%	-16%	?	29%	16%	-2%	-20%
CCN(CC)CCNC(=O)c1cc([N+](=O)[O-])c(N(C)C)cc1OC	1%	-5%	2%	-2%	-1%	2%	7%	-11%	-19%	-22%	17%
COc1cc(/C=C2\SC(=S)N(NS(=O)(=O)c3ccccc3)C2=O)ccc1O	-1%	-2%	-5%	-2%	?	3%	1%	-3%	?	7%	?
O=[N+]([O-])c1cccc(/C=N/Nc2nnc(-c3ccccc3)c(-c3ccccc3)n2)c1	16%	6%	0%	0%	0%	-2%	-2%	-19%	10%	-35%	-9%

Screening results as filed in PubChem.
